LDHA block – blocks human lactate dehydrogenase A; P00338; purified LDHA, NADH/diaphorase-resazurin fluorescence; stronger effect = lower value; activity change, % (values are at about 110 or 230 µM); hit rate 0.15% among 480,000; AID 1347041; in the data active means activity change below about -30%; inconclusive means mostly about -25% to -30%;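 further: plate controls were DMSO wells for no effect and wells without enzyme for full effect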
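LDH5 2 nM; NADH 0.06 mM, pyruvate 0.2 mM; 200 mM Tris pH 7.4, EDTA, Tween-20; 5 min RT. Detection: diaphorase 0.133 mg/mL + resazurin 37 µM, fluorescence ex540/em590 at 0 and 20 min; normalized to enzyme-free and DMSO wells.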
USP1-UAF1 inh – USP1/UAF1 (human) deubiquitinase inhibition | recombinant USP1/UAF1, Ub-Rhodamine cleavage fluorescence | Potency, µM (doses to about 57.1 µM), for the others: at the top dose activity change, negative = inhibition, most hits filed as inhibitors | hit rate 0.23% among 390,000; further: potency means the concentration at half of the fitted maximal effect; on the % scale 0 is the no-effect control and ±100 the full control effect; nearly all actives have a fitted effect of over 60% in size; inactives centre near -12
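High-throughput fluorogenic screen: 1nM USP1/UAF1 complex, Ub-Rho substrate 150nM final, 50mM HEPES pH 7.8 with 0.5mM EDTA, 0.1 mg/ml BSA, 1mM TCEP and 0.01% Tween-20.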
TrxR1 substrate – is turned over as a substrate by rat TrxR1; O89049; purified TrxR1 substrate turnover, NADPH consumption readout; Potency, µM (top dose mostly 114 µM), for the others: at the highest dose activity change, negative = substrate turnover; hit rate 0.01% among 390,000; further: potency means the concentration at half of the fitted maximal effect; on the % scale 0 is the no-effect control and ±100 the full control effect; nearly all actives have a fitted effect of over 50% in size
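Rat TrxR1, dispensed at 90 nM, was prereduced with 400 uM NADPH (final) for 5 min at ~22 deg C, then incubated with compound 15 min before 400 uM selenite. A first-read NADPH fluorescence drop versus no-compound background flagged substrates.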
Vif-A3G inh – blocks the Vif interaction with human APOBEC3G; Q9HC16; HeLa A3G-eYFP + Vif (tagged APOBEC3G with the HIV-1 protein that degrades it), YFP fluorescence, overnight; Potency, µM (doses to about 46.1 µM), for the others: at the top dose activity, negative = active, actives largely listed as inhibitors; hit rate 0.076% among 410,000; AID 602310;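 further: potency means the concentration at half of the fitted maximal effect; on the % scale 0 is the no-effect control and ±100 the full control effect; nearly all actives have a fitted effect of over 60% in size; hits raise eYFP signal because A3G escapes Vif-driven loss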
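Read-out is eYFP fluorescence (Ex 488/Em 500-530) from Vif-expressing HeLa A3G-eYFP cells; more signal means A3G escaped Vif-mediated degradation. Cells plated overnight, compound pinned in, incubated overnight at 37 deg C.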
Glioma ERSR ind – inducers of ER stress response in human glioma cells. U87-MG GRP78 promoter luciferase reporter, 16 h. hit rate 0.02% among 420,000. Potency, µM, for the others: at the highest dose activation, hits mostly activators; further: potency means the concentration at half of the fitted maximal effect; series mostly up to about 76 µM; % of control where 0% means no effect; nearly all actives have a fitted effect of over 35% in size
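ERSR induction read as luciferase luminescence (Bright-Glo, 10 min at room temperature) in stably transfected human U87-MG glioma cells exposed to compounds for 16 h, using GRP78 as sensor.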
RXFP1 agonist – RXFP1 (human) receptor agonism. Q9HBX9. HEK293T-RXFP1 cAMP TR-FRET, 30 min; response scale: percent of porcine relaxin response, buffer zero. Potency, µM (top dose mostly 57.5 µM), for inactives: at the top dose activation, actives largely listed as activators. hit rate 0.3% among 370,000. AID 2676; further: potency means the concentration at half of the fitted maximal effect; on the % scale 0 is the no-effect control and ±100 the full control effect; nearly all actives have a fitted effect of over 60% in size; many of its hits are not listed in these tables
Target sequence (Q9HBX9 whole entry, looked up): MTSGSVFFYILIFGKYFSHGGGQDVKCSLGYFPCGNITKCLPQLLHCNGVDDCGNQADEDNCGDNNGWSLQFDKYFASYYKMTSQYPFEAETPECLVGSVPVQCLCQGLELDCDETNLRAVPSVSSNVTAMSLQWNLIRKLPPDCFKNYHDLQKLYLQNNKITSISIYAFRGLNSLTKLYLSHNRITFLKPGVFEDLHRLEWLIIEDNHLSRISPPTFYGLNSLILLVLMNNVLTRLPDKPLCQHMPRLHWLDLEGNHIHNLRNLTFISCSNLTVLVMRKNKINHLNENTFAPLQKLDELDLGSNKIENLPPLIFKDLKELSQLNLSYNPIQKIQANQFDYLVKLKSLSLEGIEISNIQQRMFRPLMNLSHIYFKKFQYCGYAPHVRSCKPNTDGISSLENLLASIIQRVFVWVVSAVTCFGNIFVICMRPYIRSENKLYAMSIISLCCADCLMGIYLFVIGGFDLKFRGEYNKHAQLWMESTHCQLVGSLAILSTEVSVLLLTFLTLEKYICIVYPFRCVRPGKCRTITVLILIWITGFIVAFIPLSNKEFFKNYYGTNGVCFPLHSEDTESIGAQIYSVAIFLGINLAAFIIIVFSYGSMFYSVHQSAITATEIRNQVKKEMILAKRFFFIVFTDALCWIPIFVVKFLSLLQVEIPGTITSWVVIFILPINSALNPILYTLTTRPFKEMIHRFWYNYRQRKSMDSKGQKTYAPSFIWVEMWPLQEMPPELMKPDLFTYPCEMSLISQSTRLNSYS
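Agonist response is measured as cAMP accumulation in an RXFP1-transfected HEK293T line under PDE4 inhibition. Values are scaled between buffer-only and 29 nM porcine relaxin, and EC50s come from standard Hill equation fits.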
Vif-A3F inh – inhibitors of Vif-A3F interaction. HeLa A3F-eYFP + Vif (tagged APOBEC3F with the HIV-1 protein that degrades it), YFP fluorescence increase. Potency, µM (top dose mostly 46.1 µM), inactives show at the top dose activity, negative = active. hit rate 0.2% among 390,000. AID 602313; further: potency means the concentration at half of the fitted maximal effect; % of control where 0% means no effect; nearly all actives have a fitted effect of over 65% in size
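HeLa cells stably expressing Vif plus C-terminally eYFP-tagged A3F were seeded, incubated overnight at 37 deg C, dosed with compound, incubated overnight again at 37 deg C. Yellow fluorescence (Ex 488/Em 500-530) reported blocked Vif-mediated A3F-eYFP degradation.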
PI4K2A block – blocks human PI4K2A kinase activity | Q9BTU6 | activity change, negative = inhibition, % at 76.9 µM | purified PI4K2A, ADP-Glo luminescence, 1 h; stronger effect = lower value | AID 1346378 | hit rate 0.13% among 420,000; in the data active means activity change below about -50%; inconclusive means mostly about -30% to -49%;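 further: -100% = wells without enzyme as full effect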
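In this quantitative HTS, ADP production by PI4K2A was quantified luminescently after 1 h at ambient temperature; 100 microM adenosine served as plate-quality control.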
mIDH1 inhibitor – inhibitors of human mutant IDH1 R132H. hit rate 0.093% among 390,000. IDH1-R132H enzyme, NADPH consumption, diaphorase/resazurin fluorescence. O75874. Potency, µM (series often up to 76.6 µM), for inactives: top-dose activity change, negative = inhibition, hits mostly inhibitors; further: potency means the concentration at half of the fitted maximal effect; on the % scale 0 is the no-effect control and ±100 the full control effect; nearly all actives have a fitted effect of over 65% in size
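IDH1-R132H (0.5 ug/mL) preincubated 30 min with compound, then NADPH (0.016 mM) and alpha-KG (2 mM) added; 80 min at RT, pH 7.5. Remaining NADPH coupled via diaphorase/resazurin to fluorescence (540/590 nm); concentration-response curves normalized to no-enzyme control.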
Starred values were filed as active, the others as inactive; u = inconclusive; x = not tested or not shown; & = joins results of further samples; [ ] = another dose, or the depositor's remark. Unless noted, the call rests on the fitted dose curve; in most records, active means well fitted curve in the direction sought with a large enough effect; inconclusive means small, poorly fitted or top-dose-only effect, or another doubt; inactive means no such curve, though single readings can be large; an effect the other way counts as inactive or inconclusive. The list is partial (hit frequency here may not be typical).

SMILES	LDHA block	USP1-UAF1 inh	TrxR1 substrate	Vif-A3G inh	Glioma ERSR ind	RXFP1 agonist	Vif-A3F inh	PI4K2A block	mIDH1 inhibitor
COc1ccc(C(=O)/C=C/Nc2ccc([N+](=O)[O-])cc2)cc1	-4	-3%	-4%	0%	0%	0.4%	2%	3	2%
CCOC(=O)/C(C#N)=C/N1CCOCC1	2	-5%	-2%	2%	-2%	2.6%	-14%	-5	0%
O=C(CCCn1c(=O)c2cccn2c2ccccc21)NCCc1ccc(Cl)cc1	-4	-24%	6%	3%	-3%	-0.5%	0%	-3	-3%
CCCCCCC1(C)NC(c2ccc3c(c2)OCO3)=CC(c2cc(Br)ccc2O)N1 (centres undefined)	-1	x	5%	u	u	x	x	x	x
NS(=O)(=O)c1cccc(NC(=O)Nc2ccc(Cl)cc2)c1	-7	-20%	-3%	-11%	7%	2.9%	6%	-3	0%
CC(=O)Nc1ccc(NC(=O)C2CCN(S(=O)(=O)c3cccc4nonc34)CC2)cc1	-10	u	12%[57.1 µM]	-5%	-1%	0.3%	-6%	-9	4%
COc1ccc(S(=O)(=O)N2CN(Cc3ccco3)c3nc4ccccc4nc32)cc1	7	u	22%	-5%	u	-1.3%	-25%	-11	15%
COc1ccc(C(=O)Nc2ccc3nc(SCC(=O)N4CCCc5ccccc54)sc3c2)cc1	0	-24%	8%	5%	0%	22%	-2%	0	3%
Cc1cc(Br)ccc1NC(=O)CNC(=O)CSc1ncccn1	-9	-18%	-10%	0%	-2%	-1.5%	1%	-4	6%
COc1ccc(NC(=O)CSc2nccn2Cc2ccc3c(c2)OCO3)cc1	11	0%	2%[57.1 µM]	3%	-1%	3.8%	0%	0	-3%
Nc1ccccc1Nc1cc(-c2ccccc2)nn1-c1cccc(Cl)c1	0	-23%	4%	0%	-3%	0.1%	u	-18	5%
CCc1nc2ccc(C(=O)Nc3ccc(OC)c(OC)c3)cn2c1N(CC)Cc1cccc(Br)c1	2	x	x	-2%	-3%	x	x	1	x
CC(=O)N1c2c(cc(Br)cc2S(=O)(=O)N2CCN(c3ccccn3)CC2)CC1C (centres undefined)	-3	-15%	0%[57.1 µM]	-5%	-3%	2.6%	-4%	-3	0%
O=C(CSc1nc2c(c(=O)n1-c1ccc(Br)cc1)SCC2)NCC1CCCO1 (centres undefined)	-2	-8%	0%[57.1 µM]	-1%	-2%	2.7%	-5%	2	3%
O=[N+]([O-])c1ccccc1CSc1ccccn1	-4	-16%	-4%	0%	-5%	0.0%	3%	-1	-2%
Cc1sc2c(c1C)CN(Cc1ccncc1)CN2C(=O)c1ccco1	2	3%	6%[57.1 µM]	-2%	2%	-0.3%	1%	-3	-2%
COc1ccc(CNC(=O)c2ccc3c(c2)N(Cc2ccccc2)C(=O)c2ccccc2S3=O)cc1 (centres undefined)	-7	-10%	3%	1%	-2%	0.0%	-8%	1	12%
Cc1cc(C(=O)CSc2nnc(-c3ccco3)o2)c(C)n1Cc1ccco1	-2	-18%	-8%	-1%	-6%	1.4%	19%	0	11%
CC(Sc1nc(N)cc(=O)[nH]1)C(=O)NCC(=O)Nc1ccc(F)c(F)c1F (centres undefined)	-5	-10%	2%	6%	0%	0.5%	-1%	2	27%
Cc1noc(C)c1C(=O)N1CCCC(Nc2ccc(C(C)C)cc2)C1 (centres undefined)	5	-4%	-19%	1%	-3%	-1.1%	6%	-3	-7%
CCCCn1cnc2c(c1=O)c1nc3ccccc3nc1n2Cc1ccc2c(c1)OCO2	-2	-22%	7%	2%	2%	-2.0%	1%	5	4%
CN=C(C)c1c(O)c2ccccc2oc1=O	-9	-12%	-4%[57.1 µM]	1%	8%	-0.9%	8%	0	-4%
O=C(N/N=C/C=C/c1ccco1)/C(=C/c1ccccc1)NC(=O)c1ccccc1	12	-11%	-7%[57.1 µM]	-4%	-2%	1.9%	2%	u	-1%
Cc1ccc2c(CN3CCN(c4ccc(Cl)c(Cl)c4)CC3)cc(=O)oc2c1	-6	x	x	-3%	-2%	x	x	2	x
CCc1ncc(CN2CCC(C(=O)Nc3cccc(-c4cscn4)c3)CC2)cn1	-5	-13%	-7%	0%	3%	-0.4%	-17%	4	-1%
Next part:
SMILES	LDHA block	USP1-UAF1 inh	TrxR1 substrate	Vif-A3G inh	Glioma ERSR ind	RXFP1 agonist	Vif-A3F inh	PI4K2A block	mIDH1 inhibitor
CCCN1C2CCCC1CC(NC(=O)C1CCCCC1)C2 (centres undefined)	-3	-16%	0%	0%	-4%	0.7%	-3%	-3	4%
CNc1nnc(-c2ccc(OC)cc2)s1	-12	-11%	2%	2%	-4%	4.9%	-5%	6	-12%
CSc1ccccc1NC(=O)c1ccccc1N(C)S(C)(=O)=O	-11	-10%	2%	0%	1%	0.1%	1%	4	0%
CC(C)Sc1nnc(CNC(=O)C23CC4CC(CC(C4)C2)C3)n1Cc1ccccc1	-3	-21%	-4%	0%	-2%	-0.3%	-1%	-2	4%
CC(C)c1nnc(NC(=O)C2CCCO2)s1 (centres undefined)	-4	-6%	-9%	-2%	-4%	-0.5%	-4%	-8	-6%
COc1ccc(N2CCN(C(=O)C(CC(C)C)NS(=O)(=O)c3ccc4nc(C)sc4c3)CC2)cc1 (centres undefined)	-9	-6%	-6%	2%	-3%	-1.5%	6%	-2	-13%
Cc1ccc(-c2nc3cccnc3o2)cc1NC(=O)COc1ccc(C(C)(C)C)cc1	1	-9%	28%[57.1 µM]	-5%	-8%	1.6%	0%	9	-1%
CC(Oc1ccc2ccc(=O)oc2c1)C(=O)NC(Cc1c[nH]c2ccc(O)cc12)C(=O)O (centres undefined)	10	-18%	7%	2%	0%	-0.9%	-4%	-19	22%
Cc1cccc(N2C(=O)C3C4C=CC(C4)C3C2=O)c1 (centres undefined)	1	-19%	-5%	0%	2%	0.5%	-14%	-6	5%
COc1cc(OC)c(NS(=O)(=O)c2cc3c(cc2C)N(C(C)=O)CCO3)cc1Cl	-9	16%	-1%	-3%	0%	-0.9%	4%	-1	-5%
CCOc1ccc(C(CC(=O)O)NC(=O)c2sc3ccccc3c2Cl)cc1 (centres undefined)	-7	-13%	-4%	-16%	-5%	u	1%	4	6%
O=C(CNC(=O)c1cccc(F)c1)N/N=C/c1ccc([N+](=O)[O-])s1	-3	-14%	-6%	-11%	-4%	-1.3%	1%	-10	0%
Cc1ccc(-n2ncc(C(=O)N3CCc4ccccc4C3)c2NC(=O)c2ccco2)cc1C	-6	-13%	4%[11.4 µM]	3%	-5%	-0.3%	1%	25	-2%
COc1ccc(CNC(=O)c2nnn(Cc3ccc(OC)cc3)c2N)cc1	1	-16%	-11%[57.1 µM]	1%	-3%	-0.4%	-1%	0	7%
COC(=O)[C@]1(Cc2ccccc2)N[C@H](CN(C)C(=O)c2ccc(C)cc2)[C@@H]2C(=O)N(C)C(=O)[C@@H]21	-2	-27%	5%	-6%	-3%	x	5%	1	-5%[38.3 µM]
COc1ccc(NC(=O)CN2CCN(CC(=O)Nc3ccc(OC)c(OC)c3)CC2)cc1	2	-4%	7%[57.1 µM]	1%	-3%	-0.5%	3%	0	3%
NC(=O)C1CCN(c2nc(-c3cc4ccccc4o3)cs2)CC1	-17	x	3%	0%	4%	0.5%	-7%	-2	x
O=C(CSc1ccc2nnc(-c3ccc(Cl)cc3)n2n1)N1CCCC1	-2	-16%	11%	-1%	-3%	6.9%	3%	3	5%
Cn1nc(-c2ccc(Cl)cc2)c2cc(C(=O)N3CCN(C(=O)c4ccco4)CC3)sc21	1	u	9%	-3%	-6%	-0.7%	2%	0	11%
Cc1ccc(C(=O)Nc2ccccc2N2CCCC2)s1	6	-23%	3%	4%	2%	-2.2%	-16%	-3	3%
N#CC1=C(N)Oc2n[nH]c(-c3cccs3)c2C1c1ccoc1 (centres undefined)	6	-12%	15%[57.1 µM]	-3%	-5%	0.9%	-4%	-18	4%
CC1(CC(=O)N/N=C/c2ccc(OCc3ccc(Cl)cc3Cl)cc2)OCCCO1	7	-12%	-6%	0%	-2%	-0.4%	2%	4	5%
COc1ccccc1-c1cc(C(=O)Nc2c(F)cc(F)cc2Br)no1	4	-9%	-1%	0%	-3%	-4.8%	-6%	3	15%
Cc1nc2ccc(S(=O)(=O)CCC(=O)Nc3ccc(F)cc3C)cc2s1	-1	12%	3%	0%	-4%	1.1%	1%	2	0%
COc1ccc(N(C(=O)Cn2nnc3ccccc32)C(C(=O)NC(C)(C)C)c2ccc(OC)c(O)c2)cc1 (centres undefined)	-3	2%	-5%	0%	-3%	-1.7%	1%	2	4%
Cc1cc(C(=O)NC2CCCc3c2cnn3-c2ccc(C(C)(C)C)cc2)n[nH]1 (centres undefined)	-11	-15%	-8%	6%	-1%	0.5%	-4%	-2	-4%
CC(C)(C)OC(=O)N1CCC[C@H]1C(=O)O	-6	-21%	1%&-6%	0%&-1%	-2%&-4%	-1.5%	1%	-3	3%
COc1ccc(Br)cc1C1C(C(=O)Nc2ccc(C)cc2C)=C(C)Nc2ncnn21 (centres undefined)	-10	-15%	-6%	2%	-2%	2.5%	-7%	1	-2%
COc1cccc(CN2C(=O)c3cccc(N)c3C2=O)c1	-4	0%	1%	1%	1%	0.2%	5%	1	-2%
